Screens from PubChem.
Xi reactivation: activators of inactive X chromosome reactivation, primary screen, imaging, XiGFP fibroblasts, GFP high-content imaging, set 2. XiGFP mouse fibroblasts, % GFP-positive cells imaging, 3 d; cells co-treated with 5-aza-dC sensitizer; scaled so ellipticine positive control = 100%. activation, % at 7.58 µM. 360,000 compounds, 0.055% hits. AID 743238, 2013;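 active means mean normalized replicate activation at least 10% and every replicate at or above 10%; inconclusive means only one of the two criteria met; inactive means mean below 10% and not all replicates reach 10%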;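 further: 0% = median of on-plate neutral control wells and 100% = ellipticine 6 µM median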
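System: XiGFP fibroblasts, SV40-immortalized. Medium: DMEM plus 5-aza-dC sensitizer. Doses: single point. Timing: 3 d treatment, 15 min room-temperature fixation. Control set: ellipticine 6 µM.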
RAD54 branch: inhibitors of human RAD54 branch migration, primary screen, biochemical, fluorescence, single point. inhibition, % at 10.4 µM. DNA repair and recombination protein RAD54-like (Homo sapiens), Q92698. RAD54 Holliday junction branch migration, FAM/BHQ fluorescence. 360,000 compounds, 0.14% hits;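 active means mean normalized replicate activity at least 40 and at least half of replicates scoring 40 or more; inconclusive means only one of the two criteria met; inactive means mean below 40 and under half of replicates reaching 40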;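 further: 0% = median of neutral control wells and 100% = median of positive control wells; inhibitors cause a drop in the FAM fluorescence signal; in these data hits start at about 50%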
INS-1E GSIS act: GLuc luminescence reporter in INS-1E cells, primary screen for activators of glucose-dependent secretion of insulin | INS-1E GLuc reporter insulin secretion, 2-3 h | AID 743287, 2014 | 370,000 compounds, 0.61% hits | activation, % at 16.6 µM;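 active means lowest replicate activation of at least 40%, so every replicate reaches that level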;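 further: 0% = median of neutral control wells and 100% = median of IBMX positive control wells; some compounds called inactive have numbers as strong as hits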
ARNT TACC3 PPI: disruptors of ARNT/TACC3 protein interaction, primary screen, biochemical, AlphaScreen, single concentration; 390,000 compounds, 0.66% hits; inhibition, % at 9.99 µM; AlphaScreen His-ARNT PAS-B/GST-TACC3 binding, luminescence; TACC3 fragment carries E629A point mutation; Transforming acidic coiled-coil-containing protein 3 (Homo sapiens), Q9Y6A5;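 active means mean inhibition of replicates at least 50% and at least half of replicates each reaching 50%; inconclusive means half or more replicates reach 50% but mean below 50%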;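 further: 0% = complete ARNT plus TACC3 wells and 100% = ARNT alone without TACC3; many hits fall short of the cut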
ERAP1 HTS inh: human ERAP1 aminopeptidase inhibitors, primary screen, biochemical, single point, plate reader; Endoplasmic reticulum aminopeptidase 1 (Homo sapiens), Q9NZ08; recombinant ERAP1, Leu-AMC fluorescence, 60 min; inhibition, % at 10.7 µM; 340,000 compounds, 0.15% hits; AID 652197, 2013;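 active means mean replicate inhibition of at least 30%, or all replicates individually reaching that 30% level; inactive means mean below 30% and not every replicate reaching it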;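 further: 0% = neutral control wells and 100% = L-leucinethiol positive control wells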
RAD52 inh: RAD52 DNA annealing inhibitors, primary screen, biochemical, FRET, single point, set 2; DNA repair protein RAD52 homolog (Homo sapiens), P43351; recombinant RAD52 DNA annealing, FRET fluorescence; inhibition, % at 18.7 µM; 360,000 compounds, 0.46% hits; AID 651710, 2012;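 active means every replicate showing at least 50% inhibition; inconclusive means mean inhibition at least 50% but not in every replicate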
Target sequence (P43351 whole entry, looked up): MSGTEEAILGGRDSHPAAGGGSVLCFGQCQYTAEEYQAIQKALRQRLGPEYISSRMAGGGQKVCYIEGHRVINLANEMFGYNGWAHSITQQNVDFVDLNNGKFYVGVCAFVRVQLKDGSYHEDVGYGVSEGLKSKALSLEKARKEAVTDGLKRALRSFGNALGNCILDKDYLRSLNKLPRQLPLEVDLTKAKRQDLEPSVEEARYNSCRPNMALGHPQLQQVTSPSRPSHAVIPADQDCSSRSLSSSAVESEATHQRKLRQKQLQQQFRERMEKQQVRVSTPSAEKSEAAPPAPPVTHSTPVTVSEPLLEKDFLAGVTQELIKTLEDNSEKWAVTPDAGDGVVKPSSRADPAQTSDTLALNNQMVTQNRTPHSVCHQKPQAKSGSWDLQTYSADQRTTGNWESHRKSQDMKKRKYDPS
esBAF inh: Bmi1 luciferase reporter increase in mESCs, primary screen, esBAF inhibitor project, mouse ES cells, Bmi1 luciferase knock-in, single point | 24 h; 100% = twice the neutral-well signal | reporter increase, % at 12.5 µM | 350,000 compounds, 2% hits; in the data active means activation above about 40%; inconclusive means no clear call, values can overlap the other calls;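 further: 0% = median of the plate's neutral control wells and 100% = double that signal; a rise in the Bmi1 reporter signal indicates esBAF inhibition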
F508del corr: F508del CFTR correction, initial screen, CFBE line, single point; activity (quench increase), % at 7.58 µM; 350,000 compounds, 0.36% hits; CFBE cells, YFP halide quenching; stimulated with forskolin plus potentiator P3; % fluorescence drop versus neutral controls;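 active means mean added fluorescence quench of at least 8% versus neutral control, with both replicates also reaching 8%; inconclusive means only one of the mean or replicate conditions met; inactive means mean below 8% and not both replicates reaching 8%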;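 further: cells transiently co-express mutant CFTR-F508del with the halide-sensitive YFP; corrector assay measuring rescue of mutant channel to the surface after 24 h compound exposure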
* marks the source's active call; other numbers are inactive results; ? = inconclusive; . = not tested or not shown.

Compound | Xi reactivation | RAD54 branch | INS-1E GSIS act | ARNT TACC3 PPI | ERAP1 HTS inh | RAD52 inh | esBAF inh | F508del corr
Cc1noc(C)c1NC(=O)Nc1ccc2c(c1)C(=O)N([C@@H](C)CO)C[C@@H](C)[C@H](CN(C)C(=O)Nc1cccc3ccccc13)O2 | -0.6 | ? | 4 | 2 | 0 | -8 | 2 | 0.0
O=C(Cc1ccccc1)N1CC(=O)N2[C@H](CO)[C@H](c3ccc(Br)cc3)[C@H]2C1 | 0.0 | . | 0 | . | 3 | -10 | . | -3.9
Cc1ccc(C(=O)NCC(=O)OCCCOC(=O)CNC(=O)c2ccc(C)cc2)cc1 | 0.0 | . | -9 | -3 | -5 | -9 | . | 0.5
O=C(Cn1nc(C(=O)O)c2ccccc2c1=O)Nc1cccc(S(=O)(=O)N2CCOCC2)c1 | 0.0 | -3 | 1 | 14 | 1 | 5 | 1 | -1.7
CCOCCCN(C)C1CCN(C(=O)c2oc3ccccc3c2NC(=O)Cc2ccc(F)cc2)CC1 | 0.1 | -2 | 17 | 22 | -3 | -12 | 1 | 2.7
CCC(=O)N1CCc2cc(OC)c(OC)cc2C1COc1ccc(C(=O)OC)cc1 (stereo not given) | . | -3 | 9 | 8 | . | . | 7 | .
C[C@@H]1CN([C@@H](C)CO)C(=O)c2cccc(NC(=O)Nc3ccc4c(c3)OCO4)c2O[C@H]1CN(C)C | -0.8 | 3 | 25 | 11 | 1 | 7 | 2 | 0.8
C/C(=N\NC(=O)Cc1cc(=O)[nH][nH]1)c1cccc([N+](=O)[O-])c1 | 0.3 | . | -4 | 4 | 4 | -4 | . | 0.5
CNC[C@H]1Oc2c(NS(=O)(=O)c3ccccc3)cccc2C(=O)N([C@@H](C)CO)C[C@@H]1C | 0.0 | 6 | 14 | -5 | 2 | -6 | 5 | -0.1
COc1ccc(NC(=S)NC(=O)c2ccccc2Cl)cc1 | 0.0 | -7 | 6 | 8 | -2 | -12 | 62* | 2.8
N#Cc1c(-c2ccccc2)nc(SCc2ccc([N+](=O)[O-])cc2)[nH]c1=O | 0.0 | 4 | 0 | -11 | 4 | -9 | -4 | -2.2
COC(=O)[C@@H]1CCCN1C(=O)CCc1nnc(CCC2CCCCC2)o1 | 0.0 | . | 5 | . | -1 | -11 | . | 1.0
Cc1c(C(=O)NCCSCc2ccccc2)cccc1[N+](=O)[O-] | 0.0 | -1 | -22 | 2 | 7 | -10 | -7 | -2.2
COc1ccc(OCCNC(=O)/C=C/c2ccccc2)cc1 | -0.2 | . | 5 | 32 | -2 | -1 | . | -0.4
C[C@H]1CCCCO[C@H](CN(C)Cc2ccc(C(F)(F)F)cc2)[C@@H](C)CN([C@@H](C)CO)C(=O)c2cc(NS(C)(=O)=O)ccc2O1 | 0.1 | -5 | -4 | -1 | . | . | -6 | 1.8
COc1cccc(NC(=O)COc2ccc(C(=S)N3CCN(C)CC3)cc2OC)c1 | 0.7 | 7 | -19 | -2 | 3 | -15 | -4 | 0.3
C[C@@H](NC(=O)C[C@@H]1CC[C@H]2[C@@H](COC[C@H](O)CN2C(=O)Nc2cccc(Cl)c2)O1)c1ccccc1 | 0.2 | -3 | -22 | -6 | 0 | -1 | 1 | -1.1
CCOc1cc2[nH]c(=S)n(Cc3ccc(C(=O)NCCCOC)cc3)c(=O)c2cc1OCC | 0.0 | 4 | . | -6 | -9 | -6 | 13 | 0.8
Cn1nnnc1SCC(=O)Nc1ccccc1C(N)=O | 0.0 | . | -5 | -3 | -3 | -11 | . | 0.3
C[C@@H]1CN([C@H](C)CO)C(=O)Cc2cc(NS(=O)(=O)c3ccc(F)cc3)ccc2O[C@H]1CN(C)C(=O)Nc1ccccc1 | 0.0 | -1 | 19 | 4 | 0 | -4 | 6 | -2.2
COC(=O)Cc1ccc(NC(=O)c2ccc3c(c2)C(=O)N(Cc2cccnc2)C3=O)cc1 | 0.2 | -3 | 18 | -1 | 1 | -10 | . | -0.9
Cc1c(C)c(C)c(C(=O)CCc2cccc(NC(=O)CCC(=O)O)c2)c(C)c1C | 0.2 | -8 | 0 | -3 | -6 | -21 | 5 | 2.2
CC(C)CCC1(C)NC(=O)N(CC(=O)Nc2ccc3c(c2)OCCO3)C1=O (stereo not given) | 0.1 | 11 | -12 | -7 | 1 | -18 | -4 | -0.8
CCOc1cccc(/C=C/c2ccc3ccccc3n2)c1OC(C)=O | 0.2 | . | -9 | 2 | 17 | -7 | . | 3.0
CCc1c(O)nc(SCC(=O)Nc2ccccc2OC)[nH]c1=O | . | 4 | 13 | 1 | . | . | -10 | .
Cc1ccccc1OCc1nc2ccccc2c(=O)n1/N=C/c1c[nH]c2ccccc12 | -0.1 | -5 | -1 | 0 | 0 | -27 | . | 4.0
Cc1cccc(-c2ccc([C@H]3[C@@H](CO)N4CCCCN(Cc5ccncc5)C[C@H]34)cc2)c1 | 0.1 | 2 | 1 | 11 | 3 | -10 | . | 1.9
C=CCC(O)(CC=C)CNC(=O)c1ccc(OC)c(OC2CCN(C(C)=O)CC2)c1 | 0.0 | -5 | 5 | -3 | 0 | 1 | -3 | -3.7
C[C@@H]1CN([C@H](C)CO)C(=O)Cc2cc(NS(=O)(=O)c3cn(C)cn3)ccc2O[C@H]1CN(C)C | -0.4 | -36 | 31 | -7 | -2 | 9 | -2 | 0.8
CCCC(=O)O/N=C(\c1ccccc1)c1ccncc1 | 0.1 | 9 | 3 | 3 | -2 | -8 | 4 | 0.6
Nc1nc(N)c(N=Nc2ccc(C(=O)O)cc2)c(N)n1 | 0.0 | 1 | 10 | . | 4 | -16 | -7 | 5.2
N#C[C@H]1[C@@H](c2ccccc2C2=CCCCC2)[C@@H](CO)N1C(=O)C1CCOCC1 | 0.2 | . | 2 | . | 0 | 13 | . | -1.5

Marked active in esBAF inh, among the entries above:
canonical_smiles	INS-1E GSIS act	ARNT TACC3 PPI	ERAP1 HTS inh	RAD52 inh	esBAF inh	F508del corr
COc1ccc(NC(=S)NC(=O)c2ccccc2Cl)cc1	6	8	-2	-12	62*	2.8

The results go on.
Compound | Xi reactivation | RAD54 branch | INS-1E GSIS act | ARNT TACC3 PPI | ERAP1 HTS inh | RAD52 inh | esBAF inh | F508del corr
CCCc1nn2c(=O)cc(COc3ccc(NC(=O)c4ccco4)cc3)nc2s1 | 0.1 | 6 | 8 | -2 | 0 | -7 | 1 | -2.1
Cc1noc(C)c1NC(=O)N(C)C[C@@H]1Oc2ccc(NC(=O)c3ccncc3)cc2C(=O)N([C@H](C)CO)C[C@@H]1C | 0.0 | 0 | 11 | -3 | -2 | -5 | -4 | 0.3
O=C(CCN=C1NS(=O)(=O)c2ccccc21)OCc1cccc(Cl)c1 | 0.0 | . | -2 | . | -1 | 3 | . | 2.2
C[C@H](CO)N1C[C@H](C)[C@H](CN(C)Cc2ccncc2)Oc2cc(C#CC(C)(C)O)ccc2S1(=O)=O | 0.1 | -6 | 13 | -4 | -1 | 4 | -4 | -1.5
O=S(=O)(NCCc1ccc(F)cc1)c1ccc(F)cc1Br | 0.1 | -6 | -8 | 0 | . | -13 | -2 | -1.9
CC1=CN2C(=N)/C(=C/c3ccc(Sc4ccc(C)cc4)o3)C(=O)N=C2S1 | -0.4 | . | . | 1 | -3 | -108 | . | .
O=C(c1ccc2ccccc2c1)C1CCCN(C(=O)c2cnccn2)C1 (stereo not given) | 0.0 | 11 | 6 | -5 | -5 | 3 | 15 | 1.5
C/C(=N\NC(=O)c1ccc([N+](=O)[O-])cc1)c1cccc([N+](=O)[O-])c1 | 1.1 | . | -2 | -12 | -3 | -3 | . | -4.3
Cc1cccc(C)c1NC(=O)CN(C)c1ccc(C(F)(F)F)cn1 | 0.0 | . | 1 | 1 | -3 | -4 | -2 | -3.8
C[C@@H]1CN([C@H](C)CO)C(=O)Cc2cc(NC(=O)Nc3ccccc3)ccc2O[C@H]1CN(C)C(=O)Nc1ccccc1 | 0.0 | -3 | 11 | 11 | -1 | 17 | -11 | -1.6
O=C(NN1C(=O)/C(=C/c2cccs2)SC1=S)c1cccnc1 | 0.5 | 1 | -10 | . | 8 | -75 | . | 0.7
N#Cc1ccccc1CSc1nnc(-c2ccncc2)o1 | . | 4 | 32 | -3 | 0 | -17 | 23 | .
CC(C)CN(C(=O)C1CCCO1)c1c(N)n(CC(C)C)c(=O)[nH]c1=O (stereo not given) | 0.0 | . | 23 | -5 | 4 | -6 | -6 | 0.1
CCN(CC)S(=O)(=O)c1cccc(NC(=O)c2ccccc2Br)c1 | 0.0 | . | -15 | -4 | -8 | -25 | . | 4.0
Cc1cc(Cl)ccc1NC(=O)COC(=O)CCNS(=O)(=O)c1ccccc1 | 0.1 | 6 | -4 | -2 | 1 | -1 | -6 | 1.1
COc1ccc(-c2csc(NC(=O)CSCc3c(C)noc3C)n2)c(OC)c1 | 0.0 | -7 | 1 | 1 | -1 | -21 | 3 | 2.2

Whole records, quoted from the list. Order of values: Xi reactivation, RAD54 branch, INS-1E GSIS act, ARNT TACC3 PPI, ERAP1 HTS inh, RAD52 inh, esBAF inh, F508del corr
C[C@@H]1CN([C@H](C)CO)C(=O)Cc2cc(NC(=O)Nc3ccccc3)ccc2O[C@H]1CN(C)C(=O)Nc1ccccc1 reads 0.0, -3, 11, 11, -1, 17, -11, -1.6
COc1ccc(-c2csc(NC(=O)CSCc3c(C)noc3C)n2)c(OC)c1 reads 0.0, -7, 1, 1, -1, -21, 3, 2.2

Carrying on:
Compound | Xi reactivation | RAD54 branch | INS-1E GSIS act | ARNT TACC3 PPI | ERAP1 HTS inh | RAD52 inh | esBAF inh | F508del corr
Cc1cccc(NC(=O)CSc2nnc(CNC(=O)c3ccc(S(=O)(=O)N(C)C)cc3)n2-c2ccccc2)c1 | 0.0 | 1 | -21 | 2 | . | . | . | .
CN1CCN(S(=O)(=O)c2cccc(C(=O)NC3CCCc4ccccc43)c2)CC1 (stereo not given) | . | -7 | -3 | -12 | . | . | -5 | .
CNC(=O)/C(C#N)=C/c1c(N2CCN(C)CC2)nc2c(C)cccn2c1=O | 0.2 | 2 | 12 | 0 | -22 | -9 | -2 | 0.0
COc1cccc(CC(=O)N2CCN(c3ccccc3[N+](=O)[O-])CC2)c1 | -0.1 | 3 | . | 8 | 6 | -3 | -5 | -4.1
Cc1ccc(C(=O)OCCc2c(C)[nH]n(-c3ccccc3)c2=O)cc1 | . | -3 | -14 | -7 | . | . | -2 | .
CC1(C(=O)NCC2CC2)Cc2c(-c3ccccc3)ccnc2O1 (stereo not given) | -0.1 | 6 | 14 | . | 3 | -8 | . | 4.4
CNC[C@@H]1Oc2ccc(NC(=O)Cc3cn(C)c4ccccc34)cc2C(=O)N([C@H](C)CO)C[C@@H]1C | -0.2 | 8 | 21 | 1 | -4 | 9 | -2 | 4.4
